NPYLR7 ag: activates Aedes aegypti NPYLR7 receptor | activation, % at 10 µM | actives 0.15% (n = 270,000) | HEK293T NPYLR7/Galpha15, GCaMP6s calcium fluorescence; in the data active = activation above about 40%;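 note: 0% = vehicle and 100% = reference agonist at the receptor; some compounds past the cut are filed as inactive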
mcGAS lum: blocks mouse cGAS activity | Q8C6L5 | actives 0.15% (n = 160,000) | recombinant cGAS, Kinase-Glo ATP depletion luminescence | inhibition, % at 12.5 µM;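 note: 0% = negative control wells and 100% = reference inhibitor with no enzyme activity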
hcGAS lum: blocks human cGAS activity; Q8N884; recombinant h-cGAS, ATP depletion, Kinase-Glo luminescence; inhibition, % at 12.5 µM; actives 0.081% (n = 290,000); AID 1259398;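 note: 0% = vehicle reaction and 100% = reaction without DNA for no activity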
Target sequence (Q8N884 whole entry, looked up): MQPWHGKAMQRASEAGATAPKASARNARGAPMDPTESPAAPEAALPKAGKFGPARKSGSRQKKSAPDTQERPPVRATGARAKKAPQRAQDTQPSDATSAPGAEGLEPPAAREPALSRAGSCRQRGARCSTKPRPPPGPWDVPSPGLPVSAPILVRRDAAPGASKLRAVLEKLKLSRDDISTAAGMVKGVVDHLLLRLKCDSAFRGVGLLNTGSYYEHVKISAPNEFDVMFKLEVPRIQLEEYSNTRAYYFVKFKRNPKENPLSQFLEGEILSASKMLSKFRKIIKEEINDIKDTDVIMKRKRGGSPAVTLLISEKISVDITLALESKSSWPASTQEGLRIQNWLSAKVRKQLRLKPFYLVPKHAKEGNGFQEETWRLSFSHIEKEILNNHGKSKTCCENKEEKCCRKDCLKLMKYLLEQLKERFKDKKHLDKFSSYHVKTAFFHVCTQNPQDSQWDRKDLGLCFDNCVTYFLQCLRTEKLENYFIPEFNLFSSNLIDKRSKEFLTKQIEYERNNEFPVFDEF
* hit, by the source's call; x = not tested or not shown; & = joins results of further samples. Cut-off read from the data, not from the text of the source, unless noted: active = inhibition above about 40%; inactive = the rest.

SMILES | NPYLR7 ag | mcGAS lum | hcGAS lum
CCc1[nH]n(-c2ccccc2)c(=O)c1C1=C(N2CCCCC2)C(=O)N(C2CCCCC2)C1=O | 14 | -8 | -10
CC1Cc2ccccc2N1Cc1cc(Cl)nc(Cl)c1 (stereo not given) | 15 | -11 | -5
CSc1ccc(NC(=O)c2ccc3c(c2)OCCO3)cc1 | 4 | x | -7
O=C(NN=CC(Br)=Cc1ccccc1)c1cnccn1 | -1 | 0 | 0
CCn1c(SCC(=O)N2CCCC2)nc2c([nH]c3ccccc32)c1=O | 0 | -7 | 3
CC(=O)Nc1ccc(C2=NN(C(C)=O)C(c3ccco3)C2)cc1 (stereo not given) | 0 | -6 | -2
CC(C(=O)N1CCOCC1)N1CCCC(c2cc3ccccc3[nH]2)C1 (stereo not given) | -16&2 | -8 | -3&-4
O=[N+]([O-])c1ccccc1SN1CCCc2ccccc21 | 10 | -3 | -7
O=C(CSc1ncnc2c1nnn2Cc1ccccc1F)N1CCOCC1 | 16 | -1 | -6
CCN1CCN(C(=O)c2cc(-c3ccc(C)cc3)nc3c2c(C)nn3C2CCS(=O)(=O)C2)CC1 (stereo not given) | 3 | -7 | -5
Cc1ccccc1-n1c(SCC#N)nnc1N1CCOCC1 | 1 | -8 | -5
CCOCc1cc(CN2CCC(CO)(Cc3ccccc3Cl)CC2)ccc1OC | -5 | -4 | -7
CCc1ccccc1-n1c(C)n[nH]c1=O | 6 | -11 | 0
CC(=O)Nc1ccc(Sc2ncnc3sccc23)cc1 | -3 | -16 | -5
Cc1ccccc1C(=O)NNc1nc(-c2ccccc2)c2cc(Br)ccc2n1 | -2 | x | -3
O=C(O)CN1C(=O)/C(=C/c2ccsc2)SC1=S | -6 | 4 | 5
COc1ccc(COC(=N)c2cncc(Cl)n2)cc1 | -7 | x | -5
O=C(O)c1ccc(-c2cccc(-n3cccn3)c2)o1 | 9 | 2 | 3
Cc1nc(CN(C)C2CCN(CC(=O)NCc3cccs3)C2)no1 (stereo not given) | 8 | x | -9
Cn1c(O)c(C=Nc2ccccc2N)c(=O)n(C)c1=O | -3 | x | -3
COC(=O)c1ccc(Cn2cnc3cnccc32)cc1 | 9 | x | -4
COCCN(Cc1cccc2ccccc12)C(=O)c1cn(-c2ccccc2)nn1 | -6 | x | 2
Cc1cc(C)nc(SCc2cc(=O)c(OC(=O)c3cccc([N+](=O)[O-])c3C)co2)n1 | -11 | 0 | -5
O=c1[nH]ncc(N2CCCN(Cc3ccc(Cl)cc3)CC2)c1Cl | 9 | x | -1
CC(C)=C(C(=O)NCc1ccc(C(=O)N2CCCCCC2)cc1)n1ccnc1 | 2 | -16 | -7
O=C(NCC1CC1)c1csc(N2CCN(Cc3ccc(Cl)cc3)C2=O)n1 | -2 | x | -8
O=S(=O)(NCc1nnc(SCc2ccc(F)cc2)n1-c1cc(Cl)ccc1Cl)c1cccc(C(F)(F)F)c1 | 8 | -5 | -8
O=C1c2ccccc2-c2n[nH]c3cccc1c23 | 15&11 | 6 | 12&5
COC(=O)C1CCN(C(c2cc(OC)c(OC)c(OC)c2)C2Sc3nc(C)nn3C2=O)CC1 (stereo not given) | -5 | 0 | 6
Cc1nonc1NC(=O)C(C)CCc1cccc(F)c1 (stereo not given) | 1&5 | -13 | -1&-14
COc1ccccc1C(=O)Nc1ccc2c(c1)CN(Cc1cnc(C)s1)CC2 | 7 | x | -5
Cc1nnc(SCc2ccc(C(=O)N3C4CCC3CC(Oc3ccccc3C(C)C)C4)cc2)s1 (stereo not given) | 12 | -4 | 0
CC1CCCC(C)N1C(=O)CN1CCNC(=O)CC1c1ccccc1 (stereo not given) | 7 | x | -9
CC(C)(CC(=O)NNC(=S)NC1CCCCC1)n1ccnc1 | -1 | x | 2
CCn1cc(S(=O)(=O)Nc2ccc(I)cc2C)cc1C(=O)O | 1 | x | -9
O=C(/C=C/c1cccc(F)c1)N1CCCC1CN1CCOCC1 (stereo not given) | 0 | x | -7
O=C(CCc1cccnc1)N1C[C@H](O)[C@@H](N2CCOCC2)C1 | 7 | x | -9
COC(=O)c1ncn(CN2CCC(C(=O)NC(C)C(C)C)CC2)n1 (stereo not given) | 2 | x | -2
Cc1nn(C(C)C)c(C)c1CN(C)C(=O)CC1C(=O)NCCN1CC(C)C (stereo not given) | 8 | x | 0
COC(=O)CCC(=O)N1CCc2ccccc2C1c1ccccc1F (stereo not given) | -5 | -5 | -1
CCc1ccc(C(=O)Nc2sccc2C(=O)N2CCNC(=O)CC2)cc1 | -1 | -14 | -6
COc1ccc(-c2cnc3ncnn3c2N2CCCN(C(=O)CC(C)(C)C)CC2)cc1OC | 3 | -9 | -6
O=C(c1cc2n(n1)CCN(Cc1ccccc1Cl)C2=O)N1CCC(Cc2ccccc2)CC1 | -7 | -1 | 1
O=C(NNc1ncnc2c1cnn2-c1cccc(Cl)c1)c1cccc([N+](=O)[O-])c1 | 16 | -7 | -4
CCOC(=O)CSc1nnc(NCC(=O)OC(C)C)c(=O)[nH]1 | 6 | -3 | -1
Cc1cc(N2CCN(c3ccc(F)cc3)CC2)nc(-n2cc([N+](=O)[O-])cn2)n1 | 5 | -5 | -2
CCCN(Cc1nnc(C2CCC2)o1)C(C)C(=O)Nc1ccccc1 (stereo not given) | -1 | x | -9
C=CCOC(CN1CCN(C(=O)c2ccc(Cl)cc2Cl)CC1)c1cccc(OC)c1 (stereo not given) | x | -4 | 2
Cc1cn2c(=O)c(C(=O)N(Cc3ccccc3)c3ccccc3)cnc2s1 | 7 | x | -2
Fc1ccc(F)c(NC(=S)NC2CCCCC2)c1 | -7 | x | -8
Cc1cc(Oc2ccc(Cl)c(C)c2)nc(SCc2cc(F)ccc2F)n1 | 0 | x | 0
COc1cn(CC(=O)Nc2cc(C)on2)c(CN2CCCCCC2)cc1=O | 1 | -1 | -1
CC1c2ccsc2CCN1c1c(C#N)c(=O)n(C)c(=O)n1C (stereo not given) | 6 | x | -3
C#CCNS(=O)(=O)c1ccc(C(=O)OC(C)C(=O)Nc2ccccc2C(F)(F)F)cc1 (stereo not given) | 18 | x | 2
CN(CC1COc2ccccc2O1)C(=O)NC1CC1c1ccc(F)cc1 (stereo not given) | 7 | -7 | -14
Cc1ccc(/C=N\Nc2nc3nonc3nc2Nc2ccc(I)cc2)o1 | -1 | -7 | -3
CC(C)(C)CC(=O)N1CC(=O)N(CCc2ccccc2)CC(O)C1 (stereo not given) | 3 | -6 | -2
CN1CCC2(CCCN(C(=O)c3cccc(N)c3)C2)C1 (stereo not given) | 15 | x | -7
O=C(NCC1CC1)[C@@]1(OCc2ccc(F)cc2)CC(OCc2cccc(Cl)c2)[C@H](O)[C@H](O)C1 (stereo not given in full) | 5 | -4 | -2
COC(=O)N1CCCC(C(=O)Nc2ccccc2-c2noc(C)n2)C1 (stereo not given) | 1&4 | -15 | -1&-7

Remaining list, next part
SMILES | NPYLR7 ag | mcGAS lum | hcGAS lum
Cc1cccc2c(N=NC(=O)c3cc(Br)ccc3O)c(O)[nH]c12 | 15 | -5 | -2
CCCn1c(C)c(C)n2c3c(=O)n(CC(=O)c4ccccc4)c(=O)n(C)c3nc12 | 13 | x | -8
CCCC12CN3CC(C)(CN(C1)C31CCCC1)C2=O | 8 | x | -4
CCCCC(OC(=O)c1ccc(S(=O)(=O)N2CCOCC2)cc1)C(=O)Nc1cc(C)on1 (stereo not given) | 8 | -2 | -7
CN1CCC[C@H]1C(=O)Nc1cccc(NC(=O)CCc2ccccc2)c1 | -1 | -9 | 0
Cc1cc(N2C(=O)C(O)=C(C(=O)c3cc4ccccc4o3)C2c2cccs2)no1 (stereo not given) | 4 | x | 1
N#Cc1ccsc1NC(=O)c1cc(Cl)c2c(c1)OCO2 | -7 | x | 1
N#CC1C(=N)C(C#N)(C#N)C(c2cccc(Cl)c2Cl)C2CSCC=C12 (stereo not given) | 10 | 2 | -8
CCOC(=O)c1cc(-c2cccc(NC(=O)C3CCCCC3)c2)n(-c2ccccc2C)n1 | -7 | 2 | 2
CCN(C)C(=O)c1cccc(C(=O)Nc2ccc(-c3ncc[nH]3)cc2)c1 | 1 | x | -7
O=C(CCN1CCCCO1)NCCc1ccccc1Cl | 5 | -12 | -5
O=C(NCc1ccco1)NC1CC(=O)N(Cc2cccc3ccccc23)C1 (stereo not given) | 1 | x | -1
CCOC(=O)c1nn(Cc2ccccc2)c2c1CN(C(=O)Cc1cccs1)CC2 | -15 | 1 | 3
O=C(CN1CCCc2cc(F)c(F)cc21)Nc1cccnc1Cl | 9 | -15 | -7
N/C(=N/OCc1ccc(Cl)c(Cl)c1)c1nonc1N | 2 | -7 | -4
NC(=O)C(SC1CCCC1)c1ccc(F)cc1 (stereo not given) | 7 | x | -7
CCOC(=O)c1c(C)c(C(=O)C(C)N(C)S(=O)(=O)c2ccc(Cl)c([N+](=O)[O-])c2)c(C)n1C (stereo not given) | 22 | -3 | -4
OCc1ccc(N2CCN(c3ncccn3)CC2)c(F)c1 | 0 | -2 | 4
COCCCN(CC(=O)N(Cc1ccccc1)Cc1cccs1)C(=O)c1cccc(C(F)(F)F)c1 | 17 | -3 | -6
O[C@@]1(Cn2ncc3ccccc32)CCCN2CCCC[C@@H]21 | 15 | x | -8
CN1CCN(C(=O)c2coc(CN(Cc3ccccc3)Cc3cccc(Cl)c3Cl)n2)CC1 | 21 | -7 | -4
Cc1ccccc1C(=O)NC1CCN(c2ccccc2C(=O)NCCN2CCCCC2)CC1 | 18 | -7 | -7
C#CCN(C)C(=O)c1ccc(-c2ccc3c(c2)OCCO3)s1 | 3 | -18 | -33
O=C(CSc1cn(CCNC(=O)c2ccc(F)cc2)c2ccccc12)NCc1ccccc1 | 0 | x | -9
CCOC(=O)N1CCN(C(=O)c2cc(C)n3nc(-c4ccccc4)cc3n2)CC1 | x | -8 | -3
c1ccc2c(c1)CCN(C1CCCNC1)C2 (stereo not given) | 7 | -14 | -6
CS(=O)(=O)N1CCC(NCC2CCN(CCc3ccccc3)CC2)CC1 | x | -4 | -9
COCCN1CC(CO)C2(CCN(C3CCC3)CC2)C1 (stereo not given) | x | -6 | -16
COCCn1cnnc1SCc1ccc(C)cc1 | 6 | x | -7
CCc1noc(CN(CC)C(=O)[C@H]2Cc3ccccc3CN2)n1 | 4 | x | -3
COc1ccc2cc(-c3[nH]ncc3CNCc3ccc(C(F)(F)F)cc3)ccc2c1 | 5 | x | -4
Cc1noc(C)c1CN1CC[C@@H](NC2CSCCSC2)[C@H](O)C1 | x | -2 | -5
Cc1ccc2c(c1[N+](=O)[O-])C(=O)c1ccccc1C2=O | -1 | x | -5
COc1ccc(CCn2cnnc2)cc1OC | 3 | x | 0
CCOCCC(=O)Nc1cc(C(N)=O)ccc1N1CCCC(C)C1 (stereo not given) | 12 | -17 | -4
CCCCNC(=O)C1(C)CCN1C(=O)c1oc2ccccc2c1C (stereo not given) | -1 | -8 | -14
N#CC1C(=N)Oc2n[nH]c(-c3ccncc3)c2C1c1cc2c(cc1Br)OCO2 (stereo not given) | 3 | x | -2
CCc1[nH]c2c(CNC(=O)c3ccnc(-n4cnnc4)c3)cc(C)cc2c1C | 5 | x | -7
Cc1cccc(OCC(=O)Nc2cc(C)nn2-c2ncnc3c2cnn3-c2ccc(C)cc2C)c1 | 2 | -8 | -2
COc1cccc(Cn2c(=O)c(C(=O)N3CCN(C(C)=O)CC3)nn(-c3ccc(Cl)cc3)c2=O)c1 | 4 | -4 | -3
N#Cc1cccc(CN2C(=O)C3(SCCN3C(=O)c3cccs3)c3cc(Cl)ccc32)c1 (stereo not given) | 13 | -5 | -4
CCCCc1ccc(CNC(=O)c2cc(-c3ccc(OCC)cc3)nc3ccccc23)cc1 | -3 | -8 | -6

Source: PubChem
